Screening data as filed in PubChem.
PTAP TSG101 blk = blocks PTAP/TSG101 interaction to inhibit HIV-1 budding. Q99816. Fluorescence polarization, FITC-PTAP peptide / Tsg101 binding. Potency, µM (series often up to 115 µM), for inactives: top-dose activity change, negative = inhibition, most hits filed as inhibitors. 340,000 tested, under 10 active. AID 493005; active = well fitted inhibition curve with a large enough effect in the main read-out, with a control signal flat, not every such curve was filed as active; inconclusive = small, poorly fitted or top-dose-only effect, or effect the other way, or a change in a side signal; inactive = no such curve, though single readings can be large or run the other way; also: potency is read from the fitted curve at half-maximal effect; % of control where 0% means no effect
Target sequence (Q99816 whole entry, looked up): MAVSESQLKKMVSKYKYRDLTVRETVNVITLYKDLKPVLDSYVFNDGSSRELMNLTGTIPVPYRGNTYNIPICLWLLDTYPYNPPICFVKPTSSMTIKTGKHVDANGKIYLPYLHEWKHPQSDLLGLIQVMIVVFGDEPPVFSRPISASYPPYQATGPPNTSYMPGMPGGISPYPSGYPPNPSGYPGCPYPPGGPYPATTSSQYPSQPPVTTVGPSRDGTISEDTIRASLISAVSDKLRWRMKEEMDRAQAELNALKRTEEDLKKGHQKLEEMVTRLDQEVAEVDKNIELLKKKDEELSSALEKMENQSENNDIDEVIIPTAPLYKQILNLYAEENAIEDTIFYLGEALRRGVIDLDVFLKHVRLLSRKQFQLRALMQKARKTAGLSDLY
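Fluorescence polarization binding of Tsg101 binding domain (10 uM final) to FITC-labeled PTAP peptide (50 nM final) in HEPES pH 7.5 buffer with NaCl, Tween 20, EDTA, TCEP. Compounds added before peptide; binding 20 min at RT.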
ASM inhibitor = blocks human secretory acid sphingomyelinase; placental ASM, HMU-PC fluorogenic substrate, 60 min; AID 504937; 0.006% of 340,000 active; Potency, µM (top dose mostly 57.5 µM), for the others: at the highest dose activity change, negative = inhibition, most hits filed as inhibitors; also: potency is read from the fitted curve at half-maximal effect
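qHTS format. ASM enzyme prepared from human placenta hydrolyses the fluorogenic substrate HMU-PC0 (9 uM final) over 60 min at 37 °C after a 10 min compound preincubation.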
Menin-MLL TR inh = menin-MLL binding inhibition, Texas Red mutant peptide; O00255; Menin + Texas Red MLL mutant peptide, fluorescence polarization; Potency, µM (series often up to 61.6 µM), for the others: at the highest dose FP activity change, negative = inhibition, hits mostly inhibitors; 0.23% of 270,000 active; AID 1768; active = well fitted inhibition curve with a large enough effect in the polarisation, with a control signal flat, not every such curve was filed as active; inconclusive = small, poorly fitted or top-dose-only effect, or effect the other way, or a change in a side signal; inactive = no such curve, though single readings can be large or run the other way; the % refers to the polarisation; also: potency is read from the fitted curve at half-maximal effect; % of control where 0% means no effect; many of its hits are not listed in these tables
PKM2 activator = increases activity of human pyruvate kinase M2; P14618; purified PKM2, Kinase-Glo ATP luminescence, activation; response scale: 0% is enzyme alone, no compound; Potency, µM (top dose mostly 57.5 µM), without a hit: at the highest dose activation, most hits filed as activators; 0.34% of 260,000 active; AID 1631; also: potency is read from the fitted curve at half-maximal effect; % is scaled to controls: 0 for no effect and ±100 for the full control effect; nearly all actives have a fitted effect of over 55% in size
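Purified hPK-M2 (>95%) run at intermediate activity with 0.1 mM ADP and 0.5 mM PEP in 50 mM imidazole pH 7.2, KCl, MgCl2; 1 h room temperature. ATP formed read by Kinase-Glo luminescence; normalized to uninhibited and no-enzyme controls.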
GALK inh = inhibitors of human galactokinase. P51570. Purified GALK, Kinase-Glo residual ATP luminescence. Potency, µM (doses to about 57.5 µM), inactives show at the top dose activity change, negative = inhibition, usual class: inhibitors. 0.007% of 270,000 active. AID 1868; also: potency is read from the fitted curve at half-maximal effect; % is scaled to controls: 0 for no effect and ±100 for the full control effect
Target sequence (P51570 whole entry, looked up): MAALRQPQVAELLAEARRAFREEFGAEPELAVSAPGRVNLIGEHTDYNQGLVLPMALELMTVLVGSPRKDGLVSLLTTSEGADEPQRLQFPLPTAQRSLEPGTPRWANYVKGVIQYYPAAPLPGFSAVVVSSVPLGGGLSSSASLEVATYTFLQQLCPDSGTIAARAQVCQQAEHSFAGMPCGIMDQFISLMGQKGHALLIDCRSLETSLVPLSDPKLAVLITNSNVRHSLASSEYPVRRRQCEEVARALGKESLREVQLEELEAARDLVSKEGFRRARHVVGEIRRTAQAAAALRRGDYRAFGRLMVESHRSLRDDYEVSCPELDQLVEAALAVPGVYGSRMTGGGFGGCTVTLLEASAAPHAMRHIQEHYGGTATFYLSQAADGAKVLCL
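Kinase-Glo Plus luminescence measured ATP left after a 1 h room-temperature reaction. The reaction used 5 nM GALK, 100 uM galactose and 35 uM ATP at pH 8.0 (20 mM HEPES, 5 mM MgCl2, 60 mM NaCl, 1 mM DTT, 0.01% BSA).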
BCR signal inh = inhibitors of chronic active B-cell receptor signaling. ABC-DLBCL IkBa-CBG/CBR reporter, luminescence ratio, 4 h. Potency, µM (titrated, usually from 46.1 µM), without a hit: at the highest dose ratio change, negative = lower green/red ratio, actives largely listed as inhibitors. 0.05% of 340,000 active; active = well fitted inhibition curve with a large enough effect in the signal ratio, with a control signal flat, not every such curve was filed as active; inconclusive = small, poorly fitted or top-dose-only effect, or effect the other way, or a change in a side signal; the % refers to the signal ratio;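 also: potency is read from the fitted curve at half-maximal effect; plate controls were basal doxycycline-induced cells for no effect and cells given 10 µM MG132 for full effect; MG132 reads +100%, hits lower the ratio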
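TMD8 ABC-DLBCL cells carrying doxycycline-inducible green luciferase fused to IkappaBalpha plus unfused red luciferase were exposed to compounds (up to 46 uM) for 4 hrs at 37C. Activity came from the overlap-corrected green/red luminescence ratio.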
a7 integrin act = activators of alpha7 integrin expression for muscular dystrophy; alpha7betagal myoblasts, beta-gal FDG fluorescence, 48 h; Potency, µM (highest dose often 38.3 µM), for the others: at the top dose activation, actives largely listed as activators; 0.064% of 350,000 active;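 also: potency is read from the fitted curve at half-maximal effect; 100% = response of the positive control SU9516; nearly all actives have a fitted effect of over 60% in size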
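alpha7betagal+/- myoblasts (passage 13, 250/well) treated 48 h at 37C with compounds at 1:260 dilution of DMSO stock. Lysed, then beta-galactosidase activity read as FDG fluorescence (ex 480/em 540) after 30 min, with pre-read for autofluorescence.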
Tb PFK block = T. brucei PFK enzyme inhibition | O15648 | T. brucei PFK, ADP-Glo luminescence | Potency, µM (doses to about 57.5 µM), for inactives: at the top dose activity, negative = inhibition, most hits filed as inhibitors | 0.17% of 330,000 active;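 also: potency is read from the fitted curve at half-maximal effect; 0% = uninhibited 1x PFK enzyme wells and -100% = no-enzyme wells; nearly all actives have a fitted effect of over 60% in size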
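Activity is normalized to no-enzyme wells (full inhibition) and 1.25 nM enzyme wells (no inhibition). Reaction: 0.5 mM F6P, 0.1 mM ATP, 45 min RT, ADP-Glo luminescence; concentration-response curves fitted and classed by quality.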
Giardia kill = kills Giardia lamblia; Giardia lamblia trophozoite viability; activity change, % at 7.66 µM, hits read low; 0.15% of 340,000 active; in the data active = activity change below about -80%; inconclusive = between about -30% and that limit;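 also: parasites exposed to compound for two days anaerobically before the ATP read; % is scaled to controls: 0 for no effect and ±100 for the full control effect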
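Killing of trophozoites was scored by loss of ATP luminescence after a 48 hrs anaerobic exposure to compounds at 37 deg C, using 100 cells per well.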
B2AR arrestin = agonists driving beta-arrestin recruitment to human beta2-adrenergic receptor. P07550. beta-arrestin recruitment to beta2AR, cell-based reporter. Potency, µM (top dose mostly 46.1 µM), for inactives: top-dose activation, hits mostly activators. 0.02% of 330,000 active;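 also: potency is read from the fitted curve at half-maximal effect; 0% = DMSO controls and full agonism = EC100 isoproterenol or metaproterenol; nearly all actives have a fitted effect of over 65% in size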
FBPA coupling cs = coupling enzyme interference in Giardia aldolase counter-screen; coupling enzyme system counterscreen, AmpLite Red fluorescence; activity change, negative = inhibition, % at 58.2 µM, hits read low; 0.67% of 290,000 active; AID 2472; in the data active = activity change below about -30%; also: % is scaled to controls: 0 for no effect and ±100 for the full control effect
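Compounds tested against the coupling enzymes alone at 57.5 uM final; readout was AmpLite Red fluorescence (525/598 nm) after 20 min at RT.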
Numbers without * were called inactive; u = inconclusive; x = not tested or not shown; & = joins results of further samples; [ ] = another dose, or the depositor's remark. Unless noted, calls follow the shape of the dose curve; as a rule, active = well fitted curve in the direction sought with a large enough effect; inconclusive = small, poorly fitted or top-dose-only effect, or another doubt; inactive = no such curve, though single readings can be large; an effect the other way counts as inactive or inconclusive. Not all compounds are listed. The share of hits here may be higher or lower than overall.

Molecule	GALK inh	B2AR arrestin	PKM2 activator	BCR signal inh	a7 integrin act	Tb PFK block	FBPA coupling cs	PTAP TSG101 blk	ASM inhibitor	Giardia kill	Menin-MLL TR inh
Cc1nc(-c2ccc(S(=O)(=O)NCc3ccccn3)s2)cs1	x	-0.2%	u	1%	u	3%	4	0%	7%	12	x
O=C(COC(=O)COc1ccccc1)NC1CCS(=O)(=O)C1 (stereo not drawn)	x	-0.5%	x	0%	-6%	-4%	x	-1%	3%	7	x
COc1ccc(Cl)cc1S(=O)(=O)N(C)CC(=O)NCCCn1ccnc1	6%	-0.2%	x	5%	10%	-1%	3	-1%	-1%	4	x
CCOC(=O)Cn1c(C)[n+](CC(=O)c2ccccc2)c2ccccc21	-2%	0.0%	-7%	1%	4%	1%	0	-5%	2%	-3	x
COc1ccc(-c2cc(C(=O)NCCN3CCOCC3)c3cc(C(C)C)ccc3n2)cc1	0%	0.0%	x	1%	-15%	1%	-3	-1%	259%[activator]	11	-6%
CCOC(=O)c1c(NC(=O)C2C3C=CC(C3)C2(C)C(=O)O)sc2c1CCCC2 (stereo not drawn)	-3%	0.0%	0%	u	-2%	u	11	-6%	-7%	13	-11%
CCC(=O)Nc1ccc(C(=O)n2nc(C)cc2C)cc1	1%	-0.6%	-3%	0%	13%	6%	3	-4%	2%	-1	0%
CC(C)CN(c1ccccc1)S(=O)(=O)c1nnc(NC(=O)C(C)C)s1	3%	5.4%	x	8%	-6%	-10%	-2	-7%	0%	3	u
Cc1cccc(OCc2nnc(SCC(=O)Nc3nccs3)o2)c1	-3%	0.4%	-6%	-1%	-70%	1%	-1	2%	0%	-13	x
Cc1ccc(C2=NS(=O)(=O)N(C)C(C(=O)N(C)C3CCCCC3)=C2)cc1	x	-0.7%	2%	-5%	-9%	-1%	0	0%	-2%	-27	5%
O=C(O)CC1S/C(=N/N=C2CCCCC2)N(c2ccccc2)C1=O (stereo not drawn)	1%	u	11%	8%	14%	15%	9	-3%	1%	2	2%
CCOC(=O)N1CCN(c2cc3nccnc3cc2F)CC1	-1%	0.1%	0%	-1%	24%	2%	-9	x	17%	7	4%
CC1(C(=O)N2CCOCC2)CCCCC1	-6%	0.2%	-6%	3%	u	-2%	2	0%	1%	-27	-1%
CC(C)OC(=O)CSc1nc2c(c(C3CC=CCC3)c1C#N)CCC2 (stereo not drawn)	2%	0.0%	4%	10%	-10%	2%	4	-2%	-5%	-3	-3%
COc1ccc(S(=O)(=O)N(C)CC(=O)NCCCn2ccnc2)cc1Cl	0%	-0.4%	x	u	3%	4%	2	-10%	-1%	-16	x
Cc1ccc(C(=O)CC2(O)C(=O)N(Cc3ccccc3)c3ccccc32)o1 (stereo not drawn)	-7%	-0.1%	-11%	-5%	-31%	13%	3	-5%	-1%	u	18%
CCOc1ccc(NC(=O)COC(=O)C2CC2C)cc1 (stereo not drawn)	x	0.2%	x	u	-12%	0%	x	-3%	3%	-8	x
COc1ncnc2c1N=C1CC(C)(C)CC(N)=C1S2	0%	0.0%	6%	-4%	4%	-19%	-1	u	-6%	0	u
Cc1cc(C)nc(NC(=O)c2ccc(Cl)cc2[N+](=O)[O-])c1	0%	-0.4%	-6%	12%	13%	-6%	-3	-4%	-2%	-1	-6%
COCCCNC(=O)CCCOc1ccccc1	2%	0.0%	1%	1%	-1%	3%	1	-1%	1%	-2	u
COc1ccc(N2CCN(C(=O)c3ccccc3NS(=O)(=O)c3ccccc3)CC2)cc1	0%	0.0%	-5%	1%	6%	0%	x	-2%	-1%	-1	x
Cn1cc(Br)c(-c2cccc(NC(=O)CC(C)(C)CC(=O)O)c2)n1	-3%	0.2%	1%	0%	5%	0%	2	-2%	4%	-13	x
O=C(O)/C=C/C(=O)Nc1ccc(SC(F)(F)C(F)(F)C(F)(F)F)cc1	11%	-0.2%	2%	u	-15%	2%	17	-7%	25%	-19	0%
CCCn1c(=O)c(C(=O)NCCc2ccccc2)c(O)c2ccccc21	-4%	-0.3%	-2%	9%	10%	-1%	-1	-9%	-6%	-16	45%[activator]
COc1ccc(C(=O)NCc2cccnc2)cc1	0%	-0.1%	-15%	0%	2%	-7%	-1	-2%	2%	9	5%
Cc1csc2nc(SCC(=O)N3CCN(c4ccccc4)CC3)[nH]c(=O)c12	2%	-0.4%	-1%	u	7%	-11%	3	-7%	u	-9	0%
NC(=O)C1CCN(C(=O)COc2cccc3cccnc23)CC1	-4%	-0.2%	-1%	3%	-1%	4%	0	-5%	-1%	-21	-1%
Cc1ccc(OCC(=O)Nc2ccc(N3CCN(S(C)(=O)=O)CC3)cc2)cc1C	11%	0.2%	0%	-2%	-13%	2%	-1	2%	-2%	13	u
O=C(Cc1ccccc1)NNC(=S)NC(=O)c1cccs1	0%	-0.3%	-4%	u	2%	-4%	3	0%	-1%	-24	x
CN(C)c1cccc(C(=O)N/C=C/n2cnc3cc(C(F)(F)F)ccc32)c1	-1%	-0.5%	10%	-6%	21%	-2%	-2	-5%	5%	28	-8%
O=C(/C=C/c1ccccc1)NNC(=O)c1cccnc1	x	-0.5%	-1%	-28%	-23%	13%	-1	-8%	2%	-6	11%
COc1ccc(C(=O)Nc2ccc(Cl)cc2C(=O)NCc2ccco2)cc1OC	0%	7.0%	1%	8%	2%	0%	-4	-6%	-3%	-3	2%
CCCc1cc(-c2ccc3c(c2)COc2c4ccccc4nn2-3)on1	x	0.2%	x	u	-1%	-6%	x	x	44%[activator]	9	x
COc1cc(CNC2CCCc3ccccc32)cc(OC)c1OC (stereo not drawn)	0%	-0.4%	0%	11%	1%	2%	2	0%	0%	2	-2%
CCCCNC(=O)C1CCC(CNS(=O)(=O)c2ccc(C)cc2)CC1 (stereo not drawn)	-3%	0.1%	-24%	3%&4%	-9%	-1%	-1	-2%	2%	-13	-9%
O=S(=O)(Nc1ccc(-c2cn3c(n2)SCC3)cc1)c1cccs1	6%	0.0%	u	3%	-3%	-2%	3	-2%	-2%	2	20%
CC(C)C(NC(=O)/C=C/c1cccc([N+](=O)[O-])c1)C(C)C	2%	-0.2%	0%	7%	33%	-3%	4	-14%	-1%	-2	-11%
O=C(OCC(=O)N1CCCC1=O)c1ncc(Cl)c(Cl)c1Cl	x	-1.0%	x	8%	-2%	3%	x	3%	-1%	-16	x
O=S(=O)(N/N=C\c1cccn1-c1ccccc1)c1ccc2ccccc2c1	-2%	0.2%	2%	u	44%	6%	1	0%	-2%	-18	u
COC(=O)c1ccc2c(=O)n(CCN3CCOCC3)c(SCC(=O)Nc3ccc(OC)cc3OC)nc2c1	0%	-0.2%	x	5%	26%	0%	-1	-3%	-11%	-25	8%
CC(C)C(=O)Nc1nc(-c2ccc3c(c2)CCN3C(=O)C2CC2)cs1	1%	-0.2%	x	5%	-70%[inhibitor]	13%	-12	-1%	-3%	-1	31%[activator]
Cn1c(Nn2cnnc2)nc2ccccc21	-1%	-0.7%	2%	-3%	-2%	-2%	-1	-6%	1%	-7	-7%
CN(C(=O)COC(=O)c1ccc([N+](=O)[O-])cc1)c1ccccc1	6%	0.0%	-4%	-1%	9%	0%	1	-11%	1%	-9	-8%
CC1CC(C)CN(C(=O)CCNS(=O)(=O)c2cccs2)C1 (stereo not drawn)	x	-0.3%	6%	0%	-5%	0%	4	0%	0%	-3	5%
O=C(NCc1cccnc1)c1ccc(Cl)c(S(=O)(=O)Nc2ccccc2C(=O)NCc2cccnc2)c1	-2%	0.1%	7%	14%	-49%[inhibitor]	-10%	6	0%	0%	-16	-1%
